aGal spleen mod: qHTS Assay for Inhibitors and Activators of Human alpha-Galactosidase From Spleen Homogenate. Alpha-galactosidase A (Homo sapiens), P06280. human spleen homogenate, 4MU-alpha-Gal fluorescence, 40 min. Potency, µM (top dose mostly 80 µM), for the others: at the highest dose activity change, negative = inhibition, actives largely listed as inhibitors. hit rate 0.008% among 240,000. AID 2107, 2009;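 also: 0% = enzyme with vehicle and -100% = no enzyme basal signal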
Target sequence (P06280 32-429 limits assumed): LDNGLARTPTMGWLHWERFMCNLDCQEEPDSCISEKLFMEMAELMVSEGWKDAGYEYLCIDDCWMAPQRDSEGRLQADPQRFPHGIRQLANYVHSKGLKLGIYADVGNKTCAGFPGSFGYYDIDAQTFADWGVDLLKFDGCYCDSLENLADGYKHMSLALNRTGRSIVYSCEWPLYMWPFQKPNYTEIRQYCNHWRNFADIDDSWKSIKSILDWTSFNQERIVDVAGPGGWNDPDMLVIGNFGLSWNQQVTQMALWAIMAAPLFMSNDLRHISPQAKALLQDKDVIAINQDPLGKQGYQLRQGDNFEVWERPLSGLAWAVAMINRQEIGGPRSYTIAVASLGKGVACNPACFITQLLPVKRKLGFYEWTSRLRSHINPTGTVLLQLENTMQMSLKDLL
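Spleen homogenate 1 ug + cpd (titration) + 4-MU-alpha-D-galactopyranoside 1 mM; 37C 40 min; 50 mM citrate/phosphate pH 5.0, 0.01% Tween-20; stop pH 10; fluorescence 365/440; AC50 via Hill.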
Tau fluor cs: Counterscreen qHTS for Inhibitors of Tau Fibril Formation, Fluorescence Polarization | tau K18 P301L Alexa594 fluorescence, heparin fibrillization | Potency, µM (titrated, usually from 57.7 µM), for inactives: at the highest dose activity change, negative = decrease | hit rate 0.93% among 280,000 | AID 1463, 2008; also: % is scaled to controls: 0 for no effect and ±100 for the full control effect; nearly all actives have a fitted effect of over 55% in size
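Human tau K18 P301L (15 uM unlabeled, 0.24 uM Alexa 594-labeled) in 100 mM sodium acetate pH 7 with 20 uM heparin, 6 hr at 37 C. ThT 30 uM added, 1 hr ambient; Alexa 594 FP and total fluorescence read at 555/632 nm.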
aGlu spleen mod: qHTS Assay for Inhibitors and Activators of Human alpha-Glucosidase From Spleen Homogenate | human spleen homogenate, 4-MU-alpha-glucoside fluorescence | AID 2112, 2009 | Potency, µM (top dose mostly 79.9 µM), for inactives: top-dose activity change, negative = inhibition, usual class: inhibitors | hit rate 0.006% among 240,000;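 also: 0% = enzyme with vehicle and -100% = no enzyme basal signal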
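Human spleen homogenate (1 ug) with 4-methylumbelliferyl-alpha-D-glucopyranoside (1 mM final) in 50 mM citrate/phosphate pH 5.0, 0.01% Tween-20; 40 min at 37 C. Stopped at pH 10; 4-MU fluorescence Ex 365/Em 440 nm; AC50 by Hill fit.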
HTT cytoprotect: qHTS Multiplex Assay to Identify Dual Action Probes in a Cell Model of Huntington: Cytoprotection (ATP); hit rate 0.14% among 230,000; PC12 HTT-Q103 induced, cytoprotection, ATP luminescence, 40 h; AID 1471, 2008; Potency, µM (series often up to 56.4 µM), for inactives: cytoprotection (ATP increase), usual class: activators;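 also: % of control where 0% means no effect; nearly all actives have a fitted effect of over 45% in size; toxic huntingtin expression switched on by the ecdysone agonist tebufenozide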
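Cells were plated at 1500 per well in phenol red-free DMEM with 5% equine and 5% calf serum. Tebufenozide (100 nM final) and compounds were added, then ATPlite reagent, and luminescence was read.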
Tau FP inhib: qHTS for Inhibitors of Tau Fibril Formation, Fluorescence Polarization. hit rate 0.39% among 280,000. Potency, µM (titrated, usually from 57.7 µM), inactives show top-dose activity, negative = inhibition, hits mostly inhibitors. K18 P301L tau heparin fibrillization, Alexa594 FP, 6 h; also: % is scaled to controls: 0 for no effect and ±100 for the full control effect; nearly all actives have a fitted effect of over 55% in size
Target sequence (P10636 561-689 P618L limits assumed): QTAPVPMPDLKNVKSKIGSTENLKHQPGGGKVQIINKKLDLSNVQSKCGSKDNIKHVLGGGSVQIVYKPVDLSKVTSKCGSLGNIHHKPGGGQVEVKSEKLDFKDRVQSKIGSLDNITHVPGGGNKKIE
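Steps: dispense K18 P301L tau (15 uM plus 0.24 uM Alexa 594 tracer, final) in pH 7 sodium acetate; add compound; add heparin (20 uM final); incubate 6 hr, 37 C; add ThT (30 uM final); after 1 hr ambient, read FP.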
GAA inh: qHTS Assay for Inhibitors of Human alpha-Glucosidase as a Potential Chaperone Treatment of Pompe Disease. purified human GAA, 4-MU-alpha-glucoside fluorescence. hit rate 0.005% among 200,000. Potency, µM (titrated, usually from 76.9 µM), inactives show at the highest dose activity change, negative = inhibition, usual class: inhibitors. Lysosomal alpha-glucosidase (Homo sapiens), P10253;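 also: plate controls were uninhibited enzyme wells for no effect and no-enzyme background for full effect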
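Fluorescence at Ex 365/Em 440 nm from 4-methylumbelliferone reported enzyme activity after 20 min at room temperature. Reactions used 4 nM enzyme and 400 uM substrate at pH 5.0; curves fitted with the Hill equation.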
Tau ThT inhib: qHTS for Inhibitors of Tau Fibril Formation, Thioflavin T Binding; recombinant tau K18 P301L (four-repeat tau fragment), heparin-induced fibrillization, ThT fluorescence; Potency, µM (doses to about 57.4 µM), without a hit: at the highest dose activity, negative = inhibition, actives largely listed as inhibitors; hit rate 2.1% among 270,000; AID 1460, 2008; Microtubule-associated protein tau (Homo sapiens), P10636; also: % is scaled to controls: 0 for no effect and ±100 for the full control effect; nearly all actives have a fitted effect of over 55% in size
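Recombinant human tau K18 fragment […] carrying P301L, 15 uM unlabeled plus 0.24 uM Alexa 594-labeled, was fibrillized with 20 uM heparin in 100 mM sodium acetate pH 7 for 6 hr at 37 C; 30 uM ThT fluorescence read after 1 hr.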
GAA glycogen: qHTS Assay for Inhibitors and Activators of Human alpha-Glucosidase Cleavage of Glycogen | hit rate 0.38% among 300,000 | Potency, µM (series often up to 76.4 µM), inactives show at the highest dose activity change, negative = inhibition, actives largely listed as inhibitors | recombinant GAA, glycogen substrate, Amplex Red glucose oxidase fluorescence | Lysosomal alpha-glucosidase (Homo sapiens), P10253;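 also: 0% = full enzyme reaction and -100% = no-enzyme basal signal; the screen sought inhibitors and activators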
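Natural-substrate format: glycogen cleavage by 4 nM human enzyme, glucose read by Amplex Red coupling (Ex 573, Em 610 nm). Normalized to enzyme and no-enzyme controls.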
Numbers without * were called inactive; ? = inconclusive; · = not tested or not shown; & = joins results of further samples; [ ] = remark or other dose. Calls follow the shape of the dose curve; as a rule, active = well fitted curve in the direction sought with a large enough effect; inconclusive = small, poorly fitted or top-dose-only effect, or another doubt; inactive = no such curve, though single readings can be large; an effect the other way counts as inactive or inconclusive. Potency is read from the fitted curve at half-maximal effect.

Second line of a record – GAA glycogen | Tau ThT inhib | Tau fluor cs | aGal spleen mod | Tau FP inhib | GAA inh | HTT cytoprotect | aGlu spleen mod
CCCc1cc(C(=O)Nc2cccnc2)no1
→ 1.4% | 9.9% | 4.6% | 5.4% | -3.2% | 1.5%[15.4 µM] | -15.2% | 0.9%
COc1ccc(/C=N/NC(=O)c2ccc(CSc3nc(C)cc(C)n3)cc2)cc1O
→ 4.3% | ? | ? | -2.2% | 7.1% | -6.4% | -18.7%[10 µM] | -2.9%
CCc1[nH]c(=O)c(C#N)c2c1CCCC2
→ 9.1% | 1.3% | -3.9% | -0.6% | -1.5% | 2.6% | 6.3% | -8.8%
COCCN(C(=S)Nc1ccccc1C)C(C)c1ccco1 (stereo unspecified)
→ 5.0% | -10.5% | -10.6% | 1.7% | -2.7% | · | -4.9%[10 µM] | 1.1%
Cc1cc(C)cc(NC(=O)CSc2oc(-c3cccs3)nc2S(=O)(=O)c2ccccc2)c1
→ -4.0%[76.3 µM] | -6.3% | ? | · | ? | · | · | ·
Oc1ccccc1/C=N/Nc1nn[nH]n1
→ ? | -17.3% | -17.7% | 13.4% | -9.7% | · | 14.9%[10 µM] | 3.6%
COc1ccc(OCC(=O)N2CCc3c([nH]c4ccccc34)C2c2ccccn2)cc1 (stereo unspecified)
→ 7.9% | ? | -23.6% | -9.5% | 12.3% | -6.9% | -17.3% | -2.7%
COc1ccc(CCN=C(N)NS(=O)(=O)c2ccc(C)cc2)cc1
→ 3.3% | -2.7% | -10.9% | 1.5% | -6.8% | 1.4% | 1.1%[10 µM] | -1.4%
Cc1sc(NC(=O)CN2CCN(c3ccccn3)CC2)c(C#N)c1C
→ -15.4% | -9.9% | -7.7% | -4.9% | -9.5% | 2.5% | -6.3%[10 µM] | -7.9%
COc1ccc(/C=C2/SC(=O)N(CC(=O)Nc3cc(C)on3)C2=O)cc1OC
→ -1.5% | -3.5% | -7.1% | -4.3% | ? | -9.7% | -13.6%[10 µM] | -21.7%
Cc1c(C(=O)NCc2cccnc2)oc2ccc(S(=O)(=O)N3CCCC(C)C3)cc12 (stereo unspecified)
→ -9.5% | 1.6% | -13.9% | 3.0% | 3.9% | ? | -12.9% | 3.2%
Cc1cc(=O)oc(C)c1C(=O)Nc1cccnc1Cl
→ -5.0% | -12.2% | -10.4% | -5.7% | -3.9% | · | -11.4%[10 µM] | -8.6%
Cc1ccn2cc(-c3cnoc3C)nc2c1
→ 2.5% | -10.5% | -7.6% | 3.9% | -1.1% | ? | -20.2% | 2.0%
CC(CN1CCCCC1)OC(=O)CCc1ccccc1 (stereo unspecified)
→ -4.1% | 0.5% | 6.6% | -4.9% | 6.7% | -1.1% | 14.2%[10 µM] | -12.0%
CCC/C(O)=C1\C(=O)CCCC1=NCCc1c(C)[nH]c2ccccc12
→ 1.2% | · | ? | 0.4% | 4.6% | · | 0.6%[10 µM] | -12.2%
COc1ccc(-c2cc(C(F)(F)F)nc(SCC(=O)NCCc3ccccc3)n2)cc1OC
→ 12.2%[76.3 µM] | -1.1% | -8.1% | · | 0.4% | · | · | ·
CN1CCN(C(=O)CN(c2cc(C(F)(F)F)ccc2Cl)S(C)(=O)=O)CC1
→ 1.5% | -6.5% | 1.0% | 0.0% | 3.4% | -4.6% | 21.1% | -1.7%
Cc1c(C(=O)N2CCCC2)oc2c1-c1nn(CC(=O)NCc3cccc(F)c3)cc1CC2
→ -3.4%[76.3 µM] | -9.2% | -9.5% | · | 3.1% | · | · | ·
CC(=O)c1cccc(NC(=S)NCCc2ccc(Cl)cc2)c1
→ 2.5% | 3.3% | ? | 0.1% | ? | 0.4% | 4.1%[10 µM] | 6.1%
O=C(O)c1ccc(-c2nc(-c3ccccc3)c(-c3cccs3)[nH]2)cc1
→ -20.1% | · | -30.4% | 12.4% | ? | · | -7.5%[10 µM] | 6.0%
COC(=O)COc1cccc(NC(=O)c2ccc(C)cc2)c1
→ -2.8% | -17.4% | -11.4% | 3.5% | -2.5% | 5.9% | -62.2%[inhibitor] | -0.9%
CC(CSc1nnnn1-c1ccccc1)Cn1c(N2CCN(C)CC2)nc2c1c(=O)[nH]c(=O)n2C (stereo unspecified)
→ 2.5% | -2.2% | -1.2% | -5.1% | -4.0% | -5.4% | -14.4% | ·
C=CCN=C(NC#N)SCCc1ccccc1
→ -10.6% | -2.9% | 2.1% | -2.3% | 0.2% | -1.1% | -21.6% | -0.2%
O=C(O)c1ccc2noc(-c3ccccc3)c2c1
→ -20.8% | -3.1% | -3.0% | -3.2% | -3.6% | 3.6% | -20.5%[10 µM] | -4.2%
C/C(=N\NC(=O)CNc1cccc(Cl)c1C)c1cccs1
→ 11.5% | -1.2% | -5.4% | -0.2% | -3.5% | -2.5% | 16.7%[10 µM] | -1.3%
CCS(=O)(=O)NCCc1csc(-c2cccnc2)n1
→ 3.0% | -0.4% | 1.0% | -6.9% | -5.5% | ? | 8.6%[10 µM] | -2.6%
Cc1ccc(NC(=O)CN(C)C(=O)CSc2nnc(C(F)(F)F)n2C)cc1
→ 8.2% | ? | -25.3% | 0.0% | -0.1% | 2.0% | 9.0% | -4.0%
Cc1nn(-c2nnc(C)c(=O)[nH]2)c(C)c1SCC(=O)Nc1ccc(C(C)C)cc1
→ -1.7% | -1.5% | 2.5% | 3.4% | -2.3% | -1.8% | -23.5%[0.074 µM] | -0.4%
CCC(=O)N(CCC1(C(C)C)CCOC(C)(C)C1)C(C)c1cccs1 (stereo unspecified)
→ 2.6% | -0.4% | 6.8% | -1.4% | 6.4% | · | 16.6%[10 µM] | 2.0%
COc1ccc(-c2nc(SCC(=O)NCc3ccco3)c(-c3ccccc3)[nH]2)cc1OC
→ -0.3% | -15.5% | ? | -5.4% | ? | -17.2% | -22.3% | -6.6%
CCn1cc(C(=O)NCCc2ccc(C)cc2)c(=O)c2cc(S(=O)(=O)N3CCCCC3)ccc21
→ 1.3%[76.3 µM] | -10.4% | -25.3% | · | -7.8% | · | · | ·
Cc1ccc(N(CCCCN2C(=O)c3ccccc3C2=O)C(=O)c2cccs2)cc1
→ -4.5% | -11.4% | -11.9% | -2.9% | 6.7% | -1.1% | -2.8% | 0.0%
C=C(C)C1COc2cc3oc(=O)ccc3cc2O1 (stereo unspecified)
→ · | -4.6% | -4.8% | 12.7% | 4.5% | · | -80.4%[inhibitor] | 11.3%
O=C(CCCn1c(=O)[nH]c2cc(Cl)ccc2c1=O)NCCCN1CCCC1=O
→ 13.1% | -5.7% | -4.8% | 11.3% | 3.9% | -6.5% | -0.1%[10 µM] | -1.7%
COC(=O)CCCC1=CC2=CC(=O)C(C)(OC(=O)c3cccs3)C(=O)C2=CN1CCc1c[nH]c2ccccc12 (stereo unspecified)
→ 17.1% | ? | -10.3%[11.6 µM] | 8.5%[17.5 µM] | 5.3%[11.6 µM] | · | -12.9%&3.4%[10 µM] | 7.4%[17.4 µM]
CC(=O)NC(CC(C)C)C(=O)NC(Cc1ccccc1)C(N)=O (stereo unspecified)
→ -0.2% | -9.3% | -7.0% | 2.0% | 3.2% | -2.7%[15.4 µM] | -13.8% | 1.7%
O=C(O)CC(Sc1n[nH]c(=S)s1)C(=O)O (stereo unspecified)
→ -24.7% | -15.8% | -9.5% | -6.9% | -0.9% | -2.8% | -11.7%[10 µM] | -5.7%
O=C(c1ccccc1/S(=N/S(=O)(=O)c1ccccc1)N1CCOCC1)N1CCOCC1 (stereo unspecified)
→ -1.3% | -4.0% | 1.9% | 3.7% | 3.6% | -9.2% | -2.0%[10 µM] | 1.2%
CCOC(=O)C1C(C(=O)OCC)C1(c1ccccc1)c1ccccc1 (stereo unspecified)
→ 4.0% | -7.7% | -10.6% | 1.4% | 7.2% | 2.0% | 15.5%[10 µM] | 8.8%
CC(C)C[C@@H](CC(=O)N[C@@H](CCCN)CC(=O)N[C@@H]1CCNC[C@H]1C(=O)N[C@H](CC(=O)N[C@@H](CCC(=O)O)CC(=O)O)Cc1c[nH]c2ccccc12)NC(=O)[C@@H]1CNCC[C@H]1N
→ · | -11.6% | -13.0% | 0.3% | 3.7% | · | 3.5%[1.9 µM] | 5.0%

Some values from the entries so far.
In aGal spleen mod, `C/C(=N\NC(=O)CNc1cccc(Cl)c1C)c1cccs1` has -0.2%
In aGlu spleen mod, `Cc1ccc(NC(=O)CN(C)C(=O)CSc2nnc(C(F)(F)F)n2C)cc1` has -4.0%
In GAA inh, `Cc1nn(-c2nnc(C)c(=O)[nH]2)c(C)c1SCC(=O)Nc1ccc(C(C)C)cc1` has -1.8%

Additional compounds:
Second line of a record – GAA glycogen | Tau ThT inhib | Tau fluor cs | aGal spleen mod | Tau FP inhib | GAA inh | HTT cytoprotect | aGlu spleen mod
Cc1cc(C(=O)CSc2nnc(Nc3ccccc3)s2)c(C)n1CC1CCCO1 (stereo unspecified)
→ 14.0% | -7.0% | ? | -9.0% | -2.9% | -10.7% | -9.3%[10 µM] | -3.5%
COc1ccc(CCNC(=O)CS(=O)Cc2nc(-c3ccccc3F)oc2C)cc1OC (stereo unspecified)
→ -0.1%&8.0%[76.3 µM] | -16.4% | -8.0% | · | -1.5% | · | · | ·
CN1CCN(c2nc(NCCOC34CC5CC(CC(C5)C3)C4)nc(OCC(F)(F)F)n2)CC1
→ 6.0% | -2.0% | -8.8% | 0.4% | 5.4% | ? | -23.8%[10 µM] | -1.2%
CCOC(=O)c1c(NC(=S)Nc2ccc(Cl)cc2)sc2c1CCN(C)C2
→ 4.1% | -18.1% | -25.3% | 0.3% | -9.0% | 3.9% | ? | -2.8%
